TEAD-YAP block: TEAD-YAP interaction inhibition. inhibition, % at 9.12 µM. 640,000 compounds, 1.4% hits. HEK-TIYL cells, TEAD-Gal4/YAP UAS-luciferase luminescence. AID 1259422; in the data active = inhibition above about 32%;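 also: 0% = median of test compound wells and 100% = reference inhibitor wells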
MITF inh: inhibitors of human MITF; 650,000 compounds, 0.91% hits; O75030; AlphaScreen MITF homodimerization, bead proximity signal; inhibition, % at 2.6 µM; in the data active = inhibition above about 50%;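 also: 0% = vehicle wells with protein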
Target sequence (O75030 whole entry, looked up): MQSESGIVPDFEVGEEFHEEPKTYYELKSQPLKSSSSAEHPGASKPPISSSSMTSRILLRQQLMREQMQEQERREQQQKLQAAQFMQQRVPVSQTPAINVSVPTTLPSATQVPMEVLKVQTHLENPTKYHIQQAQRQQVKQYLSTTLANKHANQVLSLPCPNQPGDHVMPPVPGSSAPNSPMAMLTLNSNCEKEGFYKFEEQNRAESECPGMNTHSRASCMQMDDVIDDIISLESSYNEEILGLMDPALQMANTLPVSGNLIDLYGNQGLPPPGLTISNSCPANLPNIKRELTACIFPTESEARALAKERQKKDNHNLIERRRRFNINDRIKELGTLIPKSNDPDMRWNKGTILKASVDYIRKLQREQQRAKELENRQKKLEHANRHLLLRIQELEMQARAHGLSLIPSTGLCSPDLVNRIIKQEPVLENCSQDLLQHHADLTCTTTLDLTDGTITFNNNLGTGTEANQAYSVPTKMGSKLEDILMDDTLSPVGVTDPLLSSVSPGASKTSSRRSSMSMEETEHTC
FBW7 act: human FBW7 E3 ligase activation, primary screen. AlphaScreen FBW7–phospho-cyclin E peptide binding, activator screen. 650,000 compounds, 0.13% hits. normalized activity (activation), % at 26.1 µM. Q969H0; in the data active = normalized activity above about 1.9%;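 also: purified mutant Fbw7 with reduced substrate affinity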
GPR151 ag: activates the human receptor GPR151. AID 1508602. Q8TDV0. PathHunter beta-arrestin GPR151 cells, luminescence. activation, % at 11.2 µM. 650,000 compounds, 1% hits; in the data active = activation above about 4.9%;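 also: 0% = median of compound wells and 100% = cells with positive control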
Target sequence (Q8TDV0 whole entry, looked up): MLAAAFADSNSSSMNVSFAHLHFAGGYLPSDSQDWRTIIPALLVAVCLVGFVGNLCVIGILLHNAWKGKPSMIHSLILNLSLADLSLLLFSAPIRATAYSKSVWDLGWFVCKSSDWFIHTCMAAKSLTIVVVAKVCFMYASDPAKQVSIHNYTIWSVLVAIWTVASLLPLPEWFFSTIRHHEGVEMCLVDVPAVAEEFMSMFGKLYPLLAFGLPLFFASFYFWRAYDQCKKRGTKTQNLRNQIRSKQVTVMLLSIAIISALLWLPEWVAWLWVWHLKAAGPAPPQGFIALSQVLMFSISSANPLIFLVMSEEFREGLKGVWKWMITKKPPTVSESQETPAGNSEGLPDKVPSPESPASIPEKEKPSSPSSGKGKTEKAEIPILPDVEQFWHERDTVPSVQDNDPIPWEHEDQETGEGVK
* = called active by the depositor; & = joins results of further samples. No enrichment for hits; 3.5% or so of the library scored in one or more.

SMILES	TEAD-YAP block	MITF inh	FBW7 act	GPR151 ag
O=C(COc1ccc2ccccc2c1)N(c1ccccc1)c1ccccc1	-3.6	4.3	0.0	-1.4
CCCc1[nH]nc2c1C(CCc1ccccc1)C(C#N)=C(N)O2 (stereo not drawn)	4.4	-4.2	0.1	1.4
O=C1CC2(CCN(C(=O)CCN3C(=O)c4ccccc4C3=O)CC2)Oc2ccccc21	-0.6	1.8	-0.1	0.0
O=C1CC[C@@H](C(=O)NCC2Cc3cc(-c4cccnc4)cc(F)c3O2)N1 (stereo partly drawn)	-9.9	-20.6	0.1	2.2
Cc1ccc(CNC(=O)C2CCC(=O)N2CCc2ccccc2)cc1 (stereo not drawn)	3.5	10.2	0.2	-1.4
CC(=O)NC(=O)c1cc2ccccc2oc1=Nc1ccccc1C	-22.2	-5.7	0.1	-0.1
Cc1cc(C)n(C(=O)CSc2ccc(Cl)cc2)n1	7.9	15.0	0.6	7.8*
Cc1ccc(C)c(OCC(=O)NC2CCCCC2)c1	-11.4	-1.4	0.1	-0.5
COc1ccc(C2NC(=O)NC(C)=C2C(N)=O)c2ccccc12 (stereo not drawn)	-13.2	1.8	-0.1	-0.7
Cc1ccc(CC(=O)N(CCCN(C)C)c2nc3ccc(F)cc3s2)c(C)c1	-6.6	7.8	-0.2	-1.7
Cc1ccc(-c2nc3ccccc3o2)cc1NC(=O)c1ccc(Br)cc1	4.2	1.2	0.0	-0.3
CCC(c1nnnn1Cc1ccc2c(c1)OCO2)N1CCN(C2CCCCC2)CC1 (stereo not drawn)	11.5	11.9	-0.1	0.7
CC(C)CCN1CCNC(=O)C1CC(=O)N1CCCCCCC1 (stereo not drawn)	2.6	1.1	-0.2	1.3
O=C(CN1C(=O)CCC1=O)Nc1ccc(Cl)c(C(F)(F)F)c1	-5.0	0.6	-0.2	6.6*
COc1ccc(CNC(=O)c2ccc3ccccc3c2)cc1	-17.4	-8.4	-0.1	-0.5
N#C/C(=C\C1=Cc2ccccc2OC1)C(=O)NC1CCCCC1	-37.8	-11.3	0.0	-0.5
Cc1ccc(-c2cnc(NC(=O)CCC(=O)N3CCCCC3)n2C)cc1	1.2	16.3	0.5	-0.3
Cc1ccccc1NC(=O)C(=O)NCc1ccco1	-26.4	4.9	0.0	-1.0
O=C(NCCc1ccccc1)c1nnc(-c2cccnc2)o1	1.6	-5.6	-0.1	0.0
O=C(Oc1ccccc1)C1C2CCCC1C2c1ccccc1 (stereo not drawn)	-10.3	-1.6	0.1	0.0
CN(c1ccc(F)cc1)S(=O)(=O)c1ccc2[nH]cc(C(=O)NC3CCCCCC3)c(=O)c2c1	-6.9	7.1	0.3	-1.7
COc1ccccc1N1CCN(S(=O)(=O)c2ccc(Cl)c(Cl)c2OC)CC1	-3.7	-16.6	-0.1	0.8
CC(=O)Nc1ccc(CN2CC(=O)N(c3ccccc3C)C(C)C2)s1 (stereo not drawn)	9.4	18.2	0.0	1.2
Cc1ccc(S(=O)(=O)Nc2ccccc2C(=O)Nc2cccc([N+](=O)[O-])c2)cc1	22.5	7.2	-0.1	1.1
COc1cc(N2CCN(c3ccccn3)CC2)ncn1	-8.0	13.5	0.2	-0.1
SMILES	TEAD-YAP block	MITF inh	FBW7 act	GPR151 ag
COc1ccc(/C=N/N=C2\CC(C)(C)Cc3n[nH]c(=O)cc32)cc1OC	-4.3	4.0	0.1	1.8
Clc1ccc(-c2nnc3sc(-c4ccccc4)nn23)cc1	2.1	-11.6	0.5	1.5
O=[N+]([O-])c1ccc2c(c1)C(C#Cc1ccccc1)C1CCCCC1(N1CCOCC1)O2 (stereo not drawn)	3.9	-7.9	-0.3	2.3
COc1cc(OC)c(OC)cc1CN1CCN(Cc2cccnc2)CC1	-4.1	81.7*	-0.1	-1.7
S=c1[nH]nc(N2CCCCC2)n1-c1ccccc1	-9.9	16.9	0.2	-1.9
CCN(CC)C(=O)C1CCCN(c2nc3ccc(C(=O)NCc4nc5ccccc5[nH]4)cc3s2)C1 (stereo not drawn)	-7.5	-1.9	-0.1	0.0
CC(=O)N(c1ccc(N(C(C)=O)S(=O)(=O)c2ccc(Cl)cc2)c2ccccc12)S(=O)(=O)c1ccc(Cl)cc1	0.4	27.3	0.0	-1.1
CCc1c(C)sc(NC(=O)C2C3C=CC(C3)C2C(=O)O)c1C(=O)OC (stereo not drawn)	31.9*	12.0	0.0	-1.7
CCOc1cc(C)c(C(C)C)cc1S(=O)(=O)N1CCCCC1	6.3	-7.9	-0.1	0.4
CCNC(=O)N1CCC(C(=O)N(C)C(c2ccccc2)c2ccccn2)CC1 (stereo not drawn)	1.0	-8.3	-0.3	0.5
CCC(=O)NC(c1cccs1)c1ccc2ccccc2c1O (stereo not drawn)	-7.1	-0.9	1.0	0.9
CCOC(=O)C1=C(C)NC(=O)NC1c1cccc(C(F)(F)F)c1 (stereo not drawn)	-9.4	6.9	-0.1	0.3
Cc1ccc(NC(=O)CCCOc2ccc(Cl)cc2Cl)cc1Cl	-2.6	-2.6	0.0	-0.6
C#CCN(C)CCCOc1ccc(Cl)cc1Cl	-11.4&1.1	-8.5&12.2&13.4	-0.1&0.0&-0.1	-0.2&0.6&0.3
COCCNC1CCc2ccccc2C1 (stereo not drawn)	0.1	-12.7	0.2	0.1
CCCc1nnc(SCC(=O)N2c3ccccc3CC2C)n1CCOC (stereo not drawn)	5.6	6.3	0.0	0.7
O=C(C1=C(O)C(=O)N(Cc2cccnc2)C1c1ccccc1)c1cccs1 (stereo not drawn)	4.2	-2.8	0.0	-1.0
O=C(N/C(=C/c1cccc(Br)c1)C(=O)N1CCCCC1)c1ccco1	7.1	10.0	1.0	-0.6
CSc1cccc(NC(=O)Cn2cccc2)c1	-11.3	4.9	-0.1	0.3
Fc1ccc(Nc2nc3ccccc3n3cnnc23)c(F)c1	-7.7	-2.0	-0.1	-0.7
CC(NC(=O)C1CCOCC1)c1nnc2n1CCN(CCCc1ccccc1)CC2 (stereo not drawn)	7.0	0.9	0.0	-0.7
COc1ccc(NC(=O)Cn2nnc(-c3ccccc3NC(=O)c3ccc(F)cc3)n2)cc1	1.0	-3.4	0.2	-0.5
COc1ccc(/C=N/NC(=O)CNc2cccc(Cl)c2)cc1	10.5	16.9	-0.2	1.3
O=C(c1ccc2c(c1)[nH]c(=S)n1c3ccccc3nc21)N1CCN(Cc2ccccc2)CC1	1.6	12.4	0.1	-1.8
CCOc1ccccc1C1C(C(=O)OC)=CN(Cc2ccc(F)cc2)C=C1C(=O)OC	2.9	-16.1	0.8	0.6
SMILES	TEAD-YAP block	MITF inh	FBW7 act	GPR151 ag
Cc1cc(Cl)cc(C)c1OCCN1CCNCC1	-0.4	54.8*	-0.2	2.6
CC(=O)N1N=C(c2ccc(N(C)C)cc2)CC1c1ccccc1 (stereo not drawn)	-29.2	-3.8	-0.2	0.4
CCn1c(=NC(=O)c2ccc([N+](=O)[O-])o2)sc2cc3c(cc21)OCO3	0.3	-5.2	-0.1	-0.1
CCOc1cc(-c2nc3cnccn3c2NCc2cccs2)ccc1O	-19.4	-3.0	0.1	-1.4
CC(=O)Nc1ccc(S(=O)(=O)Nc2ccc(-c3nc4cccnc4s3)cc2)cc1	7.3	14.6	0.9	-0.5
CC(=O)c1ccc(N2C(=O)C3CCCCC3C2=O)cc1 (stereo not drawn)	-37.0	0.5	0.2	0.2
O=C1CC(N2CCN(C3CC(=O)N(c4cccc(Br)c4)C3=O)CC2)C(=O)N1c1cccc(Br)c1 (stereo not drawn)	16.4	7.4	0.1	1.3
CC(C)CCNC(=O)c1cn(C)c2c(=O)n(-c3ccccc3)c(=O)[nH]c12	13.9	2.8	-0.1	-0.2
O=C(COC(=O)c1ccc2ccccc2n1)Nc1ccc2ccccc2c1	-13.4	8.3	0.1	-2.2
CCCc1ccc(-c2ccc(C3CCC(CC)CC3)cc2)nc1 (stereo not drawn)	1.5	4.6	0.0	2.2
COc1cc(=O)n2c(c1C(=O)NC(C)c1ccco1)CCN(C(=O)CCC(C)C)CC2 (stereo not drawn)	-10.0	1.0	0.0	1.0
CCCCSc1nnc2c(n1)OC(c1ccc(O)c([N+](=O)[O-])c1)Nc1ccccc1-2 (stereo not drawn)	-37.9	16.4	-0.1	1.3
Cc1c(NC(=O)c2n[nH]c(=O)c3ccccc23)c(=O)n(-c2ccccc2)n1C	-3.6	11.6	0.5	-0.4
CCNc1nc(NC2CCN(Cc3ccccc3)CC2)c2ncn(CCN3CCCC3=O)c2n1	6.7	0.8	0.0	0.2
Cc1nn(CC(=O)N2CCN(c3cccc(C(F)(F)F)c3)CC2)c(=O)c2cccn12	-3.0	11.8	0.0	2.1
CCCc1[nH]c(Br)nc1-c1ccccc1	2.7	11.1	0.0	1.7
C=CCn1c(C)c(/C=C(/C#N)C(=O)NC(C)C)c2ccccc21	-6.6	-1.7	0.0	0.9
Fc1cnc(Nc2ccccn2)nc1N1CCOCC1	-6.3	0.3	-0.1	-0.5
COc1ccccc1N1C(=O)CC(S/C(N)=N/N=C(\C)c2ccc(O)cc2)C1=O (stereo not drawn)	-6.6	81.6*	0.2	0.5
CC(C)NS(=O)(=O)c1ccc2c(c1)C(=O)c1ccccc1C2=O	6.7	-1.0	-0.2	1.5
Cc1ccc(NC(=O)CCN2CCc3ccccc3C2)cc1C	-15.4	-6.7	-0.1	-0.9
O=C(CSc1nccc(-c2ccc(F)cc2)n1)Nc1ccc(N2CCOCC2)cc1	-0.1	21.9	-0.1	-0.2
O=C(NCc1cccs1)C1CCCN(c2nn3cc(-c4ccc(F)cc4)nc3s2)C1 (stereo not drawn)	1.8	-3.2	0.0	1.3
CCOc1ccc2nc(SCc3ccc(Cl)cc3)nc(C)c2c1	3.8	17.4	-0.3	0.6
CCN(CC)S(=O)(=O)c1ccc2[nH]c3nc(SCc4ccccc4C)nnc3c2c1	-1.4	8.2	0.3	-0.3

Reprinted at random: 4 records from the list.
SMILES	TEAD-YAP block	MITF inh	FBW7 act	GPR151 ag
CCCc1ccc(-c2ccc(C3CCC(CC)CC3)cc2)nc1 (stereo not drawn)	1.5	4.6	0.0	2.2
O=C(CSc1nccc(-c2ccc(F)cc2)n1)Nc1ccc(N2CCOCC2)cc1	-0.1	21.9	-0.1	-0.2
CCCc1[nH]c(Br)nc1-c1ccccc1	2.7	11.1	0.0	1.7
CC(C)NS(=O)(=O)c1ccc2c(c1)C(=O)c1ccccc1C2=O	6.7	-1.0	-0.2	1.5

Sorted by length of the SMILES (largest number first): part of the list above.
SMILES	TEAD-YAP block	MITF inh	FBW7 act	GPR151 ag
O=C(CSc1nccc(-c2ccc(F)cc2)n1)Nc1ccc(N2CCOCC2)cc1	-0.1	21.9	-0.1	-0.2
CC(C)NS(=O)(=O)c1ccc2c(c1)C(=O)c1ccccc1C2=O	6.7	-1.0	-0.2	1.5
O=C(COC(=O)c1ccc2ccccc2n1)Nc1ccc2ccccc2c1	-13.4	8.3	0.1	-2.2
Fc1cnc(Nc2ccccn2)nc1N1CCOCC1	-6.3	0.3	-0.1	-0.5
Cc1cc(Cl)cc(C)c1OCCN1CCNCC1	-0.4	54.8*	-0.2	2.6

Further entries
SMILES	TEAD-YAP block	MITF inh	FBW7 act	GPR151 ag
C=CCNC(=S)NNC(=O)c1ccc(Br)cc1	-4.7	-11.4	-0.1	-1.6
OCCC1CN(Cc2cccc3nonc23)CCN1Cc1ccccc1F (stereo not drawn)	-0.5	-0.1	0.1	-0.5
O=S(=O)(c1ccc(S(=O)(=O)N2CCCC(c3ccccc3)C2)cc1)N1CCCC1 (stereo not drawn)	0.8	7.1	0.1	0.1
Cc1ccccc1-n1[nH]c(C)c(C=Nc2ccccc2O)c1=O	-8.5	1.1	-0.6	1.3
COc1ccc(CN(Cc2cc3cccc(C)c3n3nnnc23)C(=O)N2CCOCC2)cc1	6.3	25.3	0.1	-0.5
COc1cc(C(=O)Nc2c3c(nn2-c2cc(C)cc(C)c2)CSC3)cc(OC)c1OC	6.5	5.9	0.0	0.7
COc1ccc(CN2CCc3nnc(C(C)NC(=O)c4cccc(OC)c4)n3CC2)cc1 (stereo not drawn)	3.8	-9.4	0.0	0.2
O=C(/C=C/c1ccc(Br)cc1)NCC1(c2ccccc2)CCOCC1	5.2	20.2	0.3	-0.3
Cc1ccc(-c2nn3c(C)nnc3s2)cc1NC(=O)COc1ccccc1Cl	-2.2	11.1	0.8	-0.7
O=C(N/N=C/c1ccc(O)cc1)C(O)C(O)C(=O)N/N=C/c1ccc(O)cc1 (stereo not drawn)	2.1	4.8	0.7	1.3
Cc1cc(N2C(=O)c3ccc(C(=O)N4CCN(c5cccc(C)c5C)CC4)cc3C2=O)no1	-0.2	1.9	0.0	0.6
CC(C)(C)NC(=O)CCN1C(=O)/C(=C\c2ccco2)SC1=S	-11.4	5.5	0.0	0.4
Cc1cc(Cl)cc(C)c1OCC1COS(=O)O1 (stereo not drawn)	9.6	6.5	0.7	0.4
COc1ccc(OC)c(Nc2nc(NCCO)c3ccccc3n2)c1	14.5	-1.5	-0.6	1.0
CC(NC(=O)C1C2C(=O)N(Cc3ccccc3)CC23C=CC1(C)O3)c1ccccc1 (stereo not drawn)	1.1	-8.9	-0.1	0.3
COc1cc2c(cc1NC(=O)c1ccccc1[N+](=O)[O-])oc1ccccc12	-10.0	15.7	0.1	-0.1
CC1C(=O)N2CCCc3cc(NC(=O)C(C)(C)C)cc1c32 (stereo not drawn)	-2.1	6.2	-0.1	-0.4
CCN(CC)C(=O)CSc1nc2c(sc(=S)n2-c2ccccc2)c(=O)[nH]1	-0.1	0.5	-0.1	-0.5

Assay outcomes from PubChem BioAssay.
